Assay outcomes as filed in PubChem.
NCOA2 inhibitor – inhibition of GAL4-SRC2 driven luciferase reporter, primary screen, SRC2 inhibitor project, cell-based, luminescence; 0.17% of 370,000 active; HEK293 GAL4-SRC2 luciferase reporter; inhibition, % at 9 µM; Nuclear receptor coactivator 2 (Homo sapiens), Q15596; AID 651957, 2012;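 active = inhibition above the mean inhibition of all tested compounds plus 3 SD, set per campaign, cut at about 52% in these data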;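 also: 0% = DMSO treated cells and 100% = cells given Gossypol at 36 µM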
Target sequence (Q15596 whole entry, looked up, the tested form may be a part): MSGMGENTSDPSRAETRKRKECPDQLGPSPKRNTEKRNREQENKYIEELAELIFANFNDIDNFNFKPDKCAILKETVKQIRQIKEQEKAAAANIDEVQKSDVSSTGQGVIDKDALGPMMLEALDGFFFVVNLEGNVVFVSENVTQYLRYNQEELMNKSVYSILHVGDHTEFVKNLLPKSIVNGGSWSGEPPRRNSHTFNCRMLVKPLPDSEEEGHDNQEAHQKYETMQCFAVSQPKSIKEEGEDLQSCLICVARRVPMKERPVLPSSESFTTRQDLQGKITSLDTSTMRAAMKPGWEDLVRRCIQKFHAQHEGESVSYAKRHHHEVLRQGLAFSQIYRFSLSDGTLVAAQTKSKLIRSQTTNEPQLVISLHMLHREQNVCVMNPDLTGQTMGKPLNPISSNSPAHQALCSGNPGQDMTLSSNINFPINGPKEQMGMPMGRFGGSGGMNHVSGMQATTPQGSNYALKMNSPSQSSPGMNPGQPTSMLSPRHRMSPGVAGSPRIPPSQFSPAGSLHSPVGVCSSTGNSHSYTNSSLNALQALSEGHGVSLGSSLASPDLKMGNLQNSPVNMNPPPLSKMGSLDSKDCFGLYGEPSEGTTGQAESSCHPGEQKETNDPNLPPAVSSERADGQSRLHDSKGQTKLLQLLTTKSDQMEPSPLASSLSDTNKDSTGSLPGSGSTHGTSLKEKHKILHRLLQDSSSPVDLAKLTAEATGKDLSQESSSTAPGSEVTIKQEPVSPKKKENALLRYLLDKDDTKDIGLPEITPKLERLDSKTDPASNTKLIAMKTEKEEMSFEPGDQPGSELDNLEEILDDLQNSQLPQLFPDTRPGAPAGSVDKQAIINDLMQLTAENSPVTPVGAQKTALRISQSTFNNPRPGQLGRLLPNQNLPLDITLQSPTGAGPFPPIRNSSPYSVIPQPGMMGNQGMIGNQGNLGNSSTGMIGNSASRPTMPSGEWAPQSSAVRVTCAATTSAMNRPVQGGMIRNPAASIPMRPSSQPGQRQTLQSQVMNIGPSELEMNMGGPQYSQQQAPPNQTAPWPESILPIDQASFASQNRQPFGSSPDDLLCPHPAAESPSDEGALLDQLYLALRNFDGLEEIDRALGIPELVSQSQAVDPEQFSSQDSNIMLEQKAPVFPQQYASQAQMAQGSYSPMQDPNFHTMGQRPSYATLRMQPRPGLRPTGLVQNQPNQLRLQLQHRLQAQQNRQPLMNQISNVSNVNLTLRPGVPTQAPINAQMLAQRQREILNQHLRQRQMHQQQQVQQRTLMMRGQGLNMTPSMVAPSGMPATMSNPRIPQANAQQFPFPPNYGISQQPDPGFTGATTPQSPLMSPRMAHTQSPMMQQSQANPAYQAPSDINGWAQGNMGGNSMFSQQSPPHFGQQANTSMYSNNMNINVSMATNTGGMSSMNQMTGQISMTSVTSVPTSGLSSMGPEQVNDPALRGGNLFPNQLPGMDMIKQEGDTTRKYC
NR2F2 inh – NR2F2 transcriptional activity inhibitors, primary screen, cell-based, luciferase reporter, HEK293T, luminescence. COUP transcription factor 2 (Homo sapiens), P24468. HEK293T NGFI-A luciferase reporter. inhibition, % at 8.6 µM. 0.7% of 370,000 active. AID 686940, 2013;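 active = inhibition above a per-plate cutoff, mean inhibition of test wells between control levels plus 3 SD, cut at about 38% in these data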;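 also: cells cotransfected with COUP-TFII expression vector driving the NGFI-A reporter; 0% = median of COUP-TF2 test wells and 100% = reporter-only cells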
Starred values were filed as active, the others as inactive; & = joins results of further samples.

The first two compounds, to show the layout:
mol	NCOA2 inhibitor	NR2F2 inh
C[C@@H]1[C@@H](O)C[C@@]2(C[C@H](O)c3cc(Cl)cc(Cl)c3O2)O[C@H]1c1ccccc1Cl	12.6	-8.8
COC(=O)c1cc2c(c3c4cc(OC)ccc4n(S(=O)(=O)c4ccc(OC)cc4)c13)C(=O)N(Cc1ccco1)C2	0.4	23.0

Main list (from the top)
mol	NCOA2 inhibitor	NR2F2 inh
C[C@@H]1[C@@H](O)C[C@@]2(C[C@H](O)c3cc(Cl)cc(Cl)c3O2)O[C@H]1c1ccccc1Cl	12.6	-8.8
COC(=O)c1cc2c(c3c4cc(OC)ccc4n(S(=O)(=O)c4ccc(OC)cc4)c13)C(=O)N(Cc1ccco1)C2	0.4	23.0
CC(C)CN1C(=O)C[C@]2(C(=O)N(C)c3ccc(NC(=O)C(F)(F)F)cc32)C1c1ccccc1 (some centres undefined)	-8.9	1.3
COC(=O)[C@]12C[C@H](CC(=O)NCCCCc3ccccc3)C(=O)N(Cc3ccccc3)C1=C[C@H](COCc1ccccc1)O[C@@H]2C	20.4	16.2
O=C(NCCC1=CCCCC1)C1CCN(S(=O)(=O)c2ccccc2[N+](=O)[O-])CC1	-18.1	-3.3
O=C(OCCN1CCN(C2CN(Cc3cn(Cc4ccccc4Cl)nn3)S(=O)(=O)C2)CC1)c1cc2ccccc2o1 (centres undefined)	7.0	-12.5
COc1cccc(NC(=O)N(C)C[C@@H]2OCc3cn(nn3)CCCC(=O)N([C@@H](C)CO)C[C@H]2C)c1	-2.2	3.2
CCOC(=O)[C@@]12CCCC3=C1N(CCC3)C(=O)[C@H]2CC(=O)NCCCN1CCCC1=O	-25.6	-1.8
Cc1cc(N2CCN(Cc3ccc4c(c3)OCO4)CC2)n2nc(C)nc2n1	-4.9	12.9
CN(CCOC(=O)CC1C=CCC1)C1CN(Cc2cn(Cc3ccccc3Cl)nn2)S(=O)(=O)C1 (centres undefined)	-15.8	-12.0
[C-]#[N+][C@]12C(=O)[C@H](C=C(Cl)[C@@]1(C)C=C)C(C)(C)[C@H]1C(=O)N(C)c3cccc2c31	18.3	12.5
CC(C)CCCCCCCCc1cccc(O)c1C(=O)O	5.7	1.2
Cc1ccc(-n2c(-c3ccccc3)cc(/C=N/NC(=O)CC#N)c2-c2ccccc2)cc1	-14.6	15.1
COc1ccc(CCNC(=O)Cn2ncc3c2-c2cc(C)ccc2OC3)cc1	-5.7	7.4
O=C(C(=O)N1CCN(S(=O)(=O)c2ccccc2)CC1)c1cccc(C(F)(F)F)c1	13.8	-3.2
CC(=O)Nc1cccc(C(=O)/C=C/c2ccc(/C=C/C(=O)c3cccc(NC(C)=O)c3)cc2)c1	6.1	-3.9
COCc1cc(N2CCNC[C@H]2C)ccc1N1CCN(Cc2ccccc2)[C@H](C)C1	3.9	-19.0
CC(C)OCCCN1CN(S(=O)(=O)c2cccs2)c2nc3ccccc3nc21	2.7	-14.3
O=C(Cc1ccccc1)NC1CCCCN(Cc2cccc(Cl)c2)C1=O (centres undefined)	-8.0	-2.4
O=C(NCc1ccco1)C1CCCN(S(=O)(=O)c2cccs2)C1 (centres undefined)	-13.2	0.6
NS(=O)(=O)c1ccc(CCNC(=O)CCCCCNc2nc(=S)[nH]c3ccccc23)cc1	17.8	3.4
CCCCCCCCN1C(=O)[C@@H](CC(=O)NCC2CCCCC2)C[C@@]2(C(=O)OC)C1=C[C@H](C(C)C)O[C@@H]2C1CC1	-2.9	8.4
O=C(CCC(=O)N(CC(=O)NC1CCCC1)Cc1ccc2c(c1)OCO2)Nc1nccs1	-16.8	8.8
O=C(Nc1ccc(-c2csc(Nc3ccc(Cl)cc3)n2)cc1)c1cccc(C(F)(F)F)c1	-12.7	7.8
CN1C(=O)c2cc(NC(=O)Cc3cccs3)ccc2OC[C@@H]2O[C@@H](CC(=O)N[C@H]3CCN(Cc4ccccc4)C3)CC[C@@H]21	-13.4	2.4
Cc1ccc(C2(C(F)(F)F)N=C3Sc4cc(C)ccc4N3C(=O)N2)cc1 (centres undefined)	-13.3	0.3
C=CCNC(=O)NCC1CCN(Cc2ccc(OC)cc2)CC1	-14.0	12.0
CN[C@H]1C[C@H]2c3cc(-c4ccc5c(c4)OCO5)ccc3CCN2C[C@H]1[C@H](C)O	-4.1	-10.2
COC(=O)C[C@@H]1CC[C@@H]2[C@@H](COc3ccc(NC(=O)Nc4ccc(F)c(F)c4)cc3C(=O)N2C)O1	8.4	4.7
COc1ccccc1NC(=O)Nc1nnc(CC(=O)Nc2ccccc2)s1	-31.0	7.9
N/C(=N\OC(=O)COc1ccc2ccccc2c1Br)c1cccnc1	13.0	15.1
COc1cc(C=Nn2c(-c3ccc(F)cc3)n[nH]c2=S)ccc1OCc1ccccc1	19.6	14.0

(continued)
SMILES | NCOA2 inhibitor | NR2F2 inh
C=CCOC(=O)N1CCN(C(=O)c2ccc3nc(C)n(C4CCCC4)c3c2)CC1 | -28.7 | -17.2
C=CC(=O)NC1CCCCN(CCC)C1=O (centres undefined) | 11.1 | 2.0
CCOC(=O)N1CCN(C(=O)C[C@H]2C(=O)N(Cc3ccc(OC)cc3)C3=CCCCC[C@@]32C(=O)OC)CC1 | -41.5 | 1.2
CC(C)C[C@H]1COc2cccc(F)c2S(=O)(=O)N1 | -1.0&2.5 | 2.6&-3.1
Cc1ccc(-c2nc3c4ccccc4ccn3c2Cc2cccc(F)c2)cc1 | -33.7 | -25.1
O=C(NCCN1CCC(Cc2ccccc2)CC1)C1CCCN(S(=O)(=O)c2ccccc2[N+](=O)[O-])C1 (centres undefined) | 31.8 | 31.3
CCCCNC(=O)C[C@H]1C[C@@]2(C(=O)OC)C(=C[C@H](C3CCCC3)O[C@@H]2C)N(CCc2ccc(OC)c(OC)c2)C1=O | 2.6 | 19.4
COC(=O)[C@]12C[C@H](CC(=O)NCCc3ccccc3OC)C(=O)N(CCC3=CCCCC3)C1=C[C@H](C1CCCC1)O[C@@H]2C | 12.3 | -26.5
CSc1ccc(Oc2cccc3c2S(=O)(=O)N(C2CC2)C[C@@H](COCc2ccccc2)O3)cc1C | 4.8 | 3.8
C[C@H]1[C@H](c2ccccc2)Oc2cc(Br)ccc2S(=O)(=O)N1Cc1cccc(F)c1 | -32.2 | 4.0
COC(=O)[C@]12C[C@H](CC(=O)N3CCCC3)C(=O)N(CCC3=CCCCC3)C1=C[C@H](C(C)C)O[C@@H]2C1CC1 | 33.5 | -7.7
COc1ccc(C#CCN(Cc2ccc(OC)cc2OC)C(N)=NC(=O)CCc2ccccc2)cc1 | 6.5 | -8.4
COC(=O)[C@]12C[C@H](CC(=O)NCCc3ccccc3OC)C(=O)N(Cc3cccc4ccccc34)C1=C[C@H](C1CCCC1)O[C@@H]2C | 15.1 | 8.2
CCOC(=O)N[C@H](C(=O)N1CCC[C@H]1C(=O)NC1CCCC1)C1CCCCC1 | -19.2 | 1.0
C=CCN(Cc1ccc2c(c1)OCO2)C(C#CC1CC1)C(C)C (centres undefined) | 9.8 | 15.2
COc1ccccc1-c1cccc2c3c([nH]c12)[C@@H]1C[C@H]2[C@@H](CN1CC3)[C@H](C)ON2C | 1.1 | -3.6
O=C(O)c1ccccc1/C=N/Nc1ccc(S(=O)(=O)Nc2ccc(Cl)cc2)cc1[N+](=O)[O-] | 5.9 | 3.9
C=CCNC(=O)NC[C@@]1(C(=O)OC)CC(=O)N(C)[C@@H]1c1ccccc1 | -62.2 | 0.5
O=C(OCc1cn(Cc2ccccc2F)nn1)N1CCCC1 | 1.5 | 4.4
CCc1cccc(-n2c(C)cc(O)cc2=O)c1 | 10.3 | 9.0
CCCCOCCCNC(=O)C[C@H]1C[C@@]2(C(=O)OC)C(=C[C@H](COCc3ccccc3)O[C@@H]2C)N(Cc2ccc(Cl)cc2Cl)C1=O | 4.3 | 20.0
CCn1c(Cc2cccs2)nnc1SCC(=O)Nc1ccc2c(c1)OCCO2 | 6.1 | -0.6
C=CCN1C(=O)[C@@H](CC(=O)NCC2CCCCC2)[C@]2(C(=O)OCC)CCCCC/C=C/12 | -20.8 | 0.2
COC(=O)C1=C(C)N(Cc2ccc(F)cc2)C(=S)NC1c1ccc(F)cc1 (centres undefined) | 26.9 | 3.2
CCC(C)N(C(=O)Cn1nc(Cc2ccncc2)c2ccccc2c1=O)C(C)CC (centres undefined) | 6.2 | 24.2
COc1ccc(C2CC(=O)C(c3cccc(F)c3)=CN2Cc2ccccc2)cc1 (centres undefined) | 0.3 | 13.9
COc1ccc(OC)c(S(=O)(=O)Nc2ccc(C(=O)Nc3cc(C)on3)cc2)c1 | -6.7 | 10.3
CC(C)[C@@H](C)/C=C/[C@@H](C)[C@H]1CC[C@@H]2[C@]1(C)CCC1[C@]23C=C[C@]2(C[C@@H](O)CC[C@]12C)N(c1ccc(Br)cn1)O3 (some centres undefined) | -9.9 | 6.8
C[N+]1(C)[C@H]2CC[C@H]1CC(OC(=O)C(O)c1ccccc1)C2 (some centres undefined) | -31.1 | 17.7
O=C(c1cc(F)ccc1F)N(Cc1ccccn1)CC1CCCO1 (centres undefined) | 3.4 | 2.5
COC(=O)c1ccc(Cn2ccc3ccc(-c4ccc5ccn(C(=O)c6ccccc6OC)c5c4)cc32)cc1 | -8.0 | 4.8
Cc1cc(NS(=O)(=O)c2ccc(NC(=O)Cc3ccc(Cl)c(F)c3)cc2)no1 | -8.4 | 2.1
CC(C)N1CCCCC(NC(=O)c2ccc(F)c(F)c2)C1=O (centres undefined) | -11.8 | -17.3
COc1ccc2c(c1)CN1C(=O)N(Cc3ccccc3)S(=O)(=O)CC21 (centres undefined) | 17.2 | -13.3
COC(=O)C1=C(C)N(Cc2ccc(C(F)(F)F)cc2)C(=NCc2ccc(C(F)(F)F)cc2)NC1c1ccccc1C(F)(F)F (centres undefined) | -24.0 | -6.1
Cn1cc(CCOCc2ccccn2)c2ccccc21 | -15.0 | 2.0
C=C(C)CSc1nc2sc3c(c2c(=O)n1-c1ccc(OC)cc1)CCN(C)C3 | -3.7 | 4.3
C[C@H]1CN([C@@H](C)CO)C(=O)CCCn2cc(nn2)CO[C@@H]1CN(C)C(=O)c1ccccc1 | -9.7 | 7.0
COc1cccc(CNC(=O)[C@H]2CCCN2C(=O)[C@H]2CCCN2C(=O)c2ccc(C)cc2)c1 | -4.1 | 6.0
COC(=O)c1cc2c(c3c4cc(F)ccc4n(S(=O)(=O)c4cccc(C)c4)c13)C(=O)N(Cc1ccco1)C2 | 14.4 | -8.1

An excerpt of these results, with two lines to a compound.
Value order: NCOA2 inhibitor	NR2F2 inh
> COC(=O)C1=C(C)N(Cc2ccc(C(F)(F)F)cc2)C(=NCc2ccc(C(F)(F)F)cc2)NC1c1ccccc1C(F)(F)F (centres undefined)
  -24.0	-6.1
> COC(=O)c1ccc(Cn2ccc3ccc(-c4ccc5ccn(C(=O)c6ccccc6OC)c5c4)cc32)cc1
  -8.0	4.8
> Cn1cc(CCOCc2ccccn2)c2ccccc21
  -15.0	2.0
> CC(C)N1CCCCC(NC(=O)c2ccc(F)c(F)c2)C1=O (centres undefined)
  -11.8	-17.3
> C[C@H]1CN([C@@H](C)CO)C(=O)CCCn2cc(nn2)CO[C@@H]1CN(C)C(=O)c1ccccc1
  -9.7	7.0
> Cc1cc(NS(=O)(=O)c2ccc(NC(=O)Cc3ccc(Cl)c(F)c3)cc2)no1
  -8.4	2.1

(cont.)
SMILES | NCOA2 inhibitor | NR2F2 inh
CC(=O)c1cc(-c2cccc(CO)c2)c(=O)n2c1CCC2 | -3.8 | -7.4
COc1cccc(NC(=O)Nc2c(-c3ccc(C(F)(F)F)cc3)nc3ncccn23)c1 | -52.0 | -10.9
CC(=O)Nc1ccc2c(c1)C(C)(C)C(C)N2C (centres undefined) | 3.8 | 7.9
COc1cc(CC2COC(=O)C2Cc2ccc(O)c(OC)c2)ccc1O (centres undefined) | 12.8 | 35.9
O=C(Nc1ccccc1)N1c2ccccc2SC1c1ccco1 (centres undefined) | 2.7 | 16.9
O=S1(=O)CC2c3ccc(F)cc3CN2CN1Cc1ccccc1 (centres undefined) | 1.9 | 1.2
CN(C)Cc1c(C(C)(C)O)[nH]c2cc(F)ccc12 | 27.4 | -7.2
COc1cc(C2CC=C(C(=O)O)C(c3ccccc3F)N2S(=O)(=O)c2ccc(C)cc2)cc(OC)c1OC (centres undefined) | 10.5 | 6.0
Cc1ccc(S(=O)(=O)N2CCCc3nc(-c4ccc(F)cc4)ccc32)cc1 | -5.3 | 4.7
CN1Cc2nnn(Cc3ccccc3)c2-c2cc(F)ccc2S1(=O)=O | -20.9 | -19.3
CCCCCCCCN1C(=O)[C@@H](CC(=O)NCCCCc2ccccc2)C[C@@]2(C(=O)OC)C1=C[C@H](COCc1ccccc1)O[C@@H]2C | -13.6 | 21.1
COc1ccc(CNCC(=O)Nc2sccc2C#N)cc1 | 3.4 | -0.2
C=C(O[C@H]1[C@H](O)CC=C(C(=O)O)[C@@H]1O)C(=O)O | -14.6 | -11.8
COc1ccc(S[C@]2(C(=O)N3CCN(C(C)=O)CC3)CC(=O)N(C(=O)Nc3ccc(C)c(Cl)c3)[C@@H]2c2ccc(OC)cc2)cc1 | -16.9 | 3.6
F[B-](F)(F)c1cncnc1 | -20.5 | -12.9
CC(C)N(C[C@@H]1CSCCS(=O)(=O)N1)C(C)C | -9.8 | -2.8
Cc1cccc(S(=O)(=O)N2CCC[C@H]2C(=O)N2CCC[C@@H]2C(=O)NCc2ccccc2)c1 | -11.3 | -0.2

Not all compounds are listed; the hit share may differ from the screen's.
